JMJD2A Tudor = inhibitors of human JMJD2A Tudor domain | O75164 | AlphaScreen JMJD2A-Tudor / H3K4me3 peptide binding | Potency, µM (top dose mostly 114 µM), for the others: at the top dose activity change, negative = inhibition, usual class: inhibitors | 4.4% of 390,000 active | AID 504339; also: % is scaled to controls: 0 for no effect and ±100 for the full control effect; nearly all actives have a fitted effect of over 50% in size
POLB inh = blocks human DNA polymerase beta activity; Pol beta primer extension/strand displacement, fluorescence kinetic; Potency, µM (titrated, usually from 114 µM), without a hit: at the top dose activity change, negative = inhibition, usual class: inhibitors; 1.3% of 340,000 active; also: % is scaled to controls: 0 for no effect and ±100 for the full control effect
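Values derive from four-parameter Hill fits of normalized kinetic data: reads at 0 and 10 min following addition of 50 nM substrate to 10 nM Pol beta preincubated 15 min with compound.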
BAZ2B inh = inhibitors of human BAZ2B bromodomain; AlphaScreen BAZ2B-H3K14Ac peptide displacement; Potency, µM (series often up to 114 µM), for the others: at the top dose activity change, negative = inhibition, usual class: inhibitors; 4.4% of 360,000 active; also: % is scaled to controls: 0 for no effect and ±100 for the full control effect; nearly all actives have a fitted effect of over 60% in size
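Protein-peptide AlphaScreen: BAZ2B 50 nM, b-H3K14Ac 50 nM, 1x PBS pH 7.4 + 0.01% Tween-20. Preincubation 30 min RT; cpd 30 min RT (top 110 uM); beads 20 min RT, light-protected.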
APEX1 inh = blocks human APE1 abasic DNA cleavage | P27695 | recombinant APE1, TAMRA/BHQ-2 abasic DNA cleavage fluorescence | Potency, µM (titrated, usually from 65.8 µM), without a hit: at the top dose activity change, negative = inhibition, hits mostly inhibitors | 0.35% of 350,000 active;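 also: plate controls were vehicle for no effect and reference inhibitor for full effect; nearly all actives have a fitted effect of over 55% in size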
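Step 1: APE1 (0.75 nM) with compound, 15 min RT. Step 2: add 50 nM fluorophore/quencher THF duplex. Step 3: three fluorescence reads 60 s apart (525/598 nm); read 3 minus read 1 = reaction progress.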
Pol kappa inh = DNA polymerase kappa (human) inhibition; Q9UBT6; purified Pol kappa, fluorescent DNA synthesis assay, 10 min; Potency, µM (doses to about 107 µM), without a hit: top-dose activity, negative = inhibition, most hits filed as inhibitors; 0.53% of 400,000 active; also: % is scaled to controls: 0 for no effect and ±100 for the full control effect
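10 nM Pol kappa was preincubated with compounds for 15 min at room temperature. Reaction started with 50 nM (final) substrate. Fluorescence read kinetically at 0 and 10 min.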
BLM inh = blocks DNA unwinding by human BLM helicase; recombinant BLM DNA unwinding, fluorescence dequenching; 0.2% of 350,000 active; P54132; Potency, µM (doses to about 56.1 µM), for the others: at the highest dose activity change, negative = inhibition, actives largely listed as inhibitors;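 also: plate controls were vehicle for no effect and no enzyme for full effect; nearly all actives have a fitted effect of over 35% in size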
G9a inh = inhibitors of human histone lysine methyltransferase G9a; Q96KQ7; Potency, µM (titrated, usually from 102 µM), for inactives: at the top dose activity, negative = inhibition, usual class: inhibitors; G9a H3K9 monomethylation, AlphaScreen, 2 h; 8.8% of 350,000 active; AID 504332; also: % is scaled to controls: 0 for no effect and ±100 for the full control effect; nearly all actives have a fitted effect of over 75% in size
Target sequence (Q96KQ7 913-1193 limits assumed): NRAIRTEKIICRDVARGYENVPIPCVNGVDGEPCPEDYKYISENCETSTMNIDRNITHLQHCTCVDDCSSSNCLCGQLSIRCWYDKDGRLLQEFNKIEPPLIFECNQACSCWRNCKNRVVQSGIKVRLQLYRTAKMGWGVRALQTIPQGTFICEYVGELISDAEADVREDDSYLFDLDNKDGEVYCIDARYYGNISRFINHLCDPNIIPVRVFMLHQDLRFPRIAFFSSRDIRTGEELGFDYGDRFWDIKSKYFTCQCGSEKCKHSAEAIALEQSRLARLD
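Signal arises when biotinylated H3K9 peptide, once monomethylated, bridges streptavidin donor and antibody-captured acceptor beads. Enzyme at 20 nM was preincubated 15 min with test compounds; peptide 500 nM and SAM 20 uM then reacted for 2 h.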
POLI inh = inhibitors of human DNA polymerase iota. Q9UNA4. Pol iota fluorescent replication assay, 10 min. Potency, µM (highest dose often 115 µM), without a hit: top-dose activity, negative = inhibition, usual class: inhibitors. 1% of 390,000 active
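Fluorescent replication assay read twice, at 0 min and 10 min after adding 50 nM (final) substrate. Enzyme (10 nM) and compounds were first incubated 15 min at room temperature; enzyme-free buffer wells were negative controls.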
POLH inh = inhibitors of human DNA polymerase eta; Q9Y253; recombinant Pol eta, fluorescent DNA replication assay; Potency, µM (series often up to 114 µM), for the others: at the top dose activity change, negative = inhibition, most hits filed as inhibitors; 1.2% of 390,000 active; also: % is scaled to controls: 0 for no effect and ±100 for the full control effect
Target sequence (Q9Y253 whole entry, looked up): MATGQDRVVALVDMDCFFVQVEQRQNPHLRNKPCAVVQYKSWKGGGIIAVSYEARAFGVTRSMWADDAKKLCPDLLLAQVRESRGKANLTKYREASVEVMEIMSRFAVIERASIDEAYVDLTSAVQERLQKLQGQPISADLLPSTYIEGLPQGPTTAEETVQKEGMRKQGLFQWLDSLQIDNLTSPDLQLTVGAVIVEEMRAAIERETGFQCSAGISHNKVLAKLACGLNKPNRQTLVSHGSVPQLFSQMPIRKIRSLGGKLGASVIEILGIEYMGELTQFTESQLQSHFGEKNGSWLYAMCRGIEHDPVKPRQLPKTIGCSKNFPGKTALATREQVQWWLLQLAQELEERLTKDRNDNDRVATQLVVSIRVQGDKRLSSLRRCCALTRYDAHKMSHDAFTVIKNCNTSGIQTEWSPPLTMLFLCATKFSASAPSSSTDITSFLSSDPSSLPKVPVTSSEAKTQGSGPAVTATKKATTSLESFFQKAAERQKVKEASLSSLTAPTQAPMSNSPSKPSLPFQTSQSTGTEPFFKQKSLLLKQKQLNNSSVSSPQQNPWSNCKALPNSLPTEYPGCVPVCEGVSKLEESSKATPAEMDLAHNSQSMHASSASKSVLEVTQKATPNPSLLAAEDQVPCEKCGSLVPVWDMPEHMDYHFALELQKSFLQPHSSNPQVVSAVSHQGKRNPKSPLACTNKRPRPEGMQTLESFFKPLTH
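Fluorescent replication assay: 50 nM final substrate added after a 15 min room-temperature compound preincubation with 10 nM enzyme. Signal taken at 0 min and again at 10 min.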
* marks the source's active call; other numbers are inactive results; ? = inconclusive; . = not tested or not shown; [ ] = dose if it differs, or a comment. Calls follow the shape of the dose curve; as a rule, active = well fitted curve in the direction sought with a large enough effect; inconclusive = small, poorly fitted or top-dose-only effect, or another doubt; inactive = no such curve, though single readings can be large; an effect the other way counts as inactive or inconclusive. Potency is read from the fitted curve at half-maximal effect. Not all compounds are listed, so the mix of outcomes need not match the whole.

SMILES	JMJD2A Tudor	POLB inh	BAZ2B inh	APEX1 inh	Pol kappa inh	BLM inh	G9a inh	POLI inh	POLH inh
COc1ccc(/C(C)=N/Nc2nc3ccccc3n3cnnc23)cc1OC	-9%	?	0%	13%	-3%	-9%	.	-16%[58.9 µM]	?
COc1cc(CNn2cn[nH]c2=S)cc(Br)c1OCc1ccccc1F	?	1%	?	1%	19%	-9%	10µM*	4%	-15%
O=C1CC(c2ccco2)CC(O)=C1C=NCC1CCNCC1 (stereo unspecified)	-11%	5%	1%	32µM*	2%	-3%	?	0%	-8%
COC(=O)c1cc(C(=O)Nc2cccc(C)n2)cc([N+](=O)[O-])c1	-6%	-1%	-3%	-2%	-11%	-1%	-14%[59 µM]	6%	-21%
CCOC(=O)c1cc(NC(=O)c2ccc(Cl)cc2)c(=O)n2c1oc1ccccc12	-9%	23%	-11%	.	-14%	-3%	5%[59 µM]	4%	-6%
Cc1ccccc1NC(=O)Cn1c(=O)n(Cc2ccccc2)c(=O)c2sc3ccccc3c21	-13%	7%	1%	.	2%	-7%	-9%[59 µM]	32%[activator]	-7%
Cn1cccc1Cc1nnc(SCC(=O)NCc2ccco2)n1CCc1ccccc1	?	?	?	?	?	-14%	?	22µM*	-29%
CC(/C=C/C=C/c1ccccc1)=N/NC(=O)CNc1ccccc1C	-19%	?	-19%	0%	5%	-7%	2%	26%	0%
Cc1ccc(S(=O)(=O)N2CCN(C(=O)COC(=O)c3ccc(Cl)c(S(N)(=O)=O)c3)CC2)c(C)c1	-12%	.	.	.	-7%	.	.	12%	-17%
Cc1ccc(-c2nnc(-c3ccccc3)o2)cc1	22%	?	3%	4%	-10%	-6%	11%[59 µM]	0%	2%
Clc1cccc(CSc2nncn3c2cc2sccc23)c1	-1%	2%	-19%	.	-6%	-2%	0%[59 µM]	43%[activator]	-11%
COc1ccc(CNc2nc(NCc3ccc(OC)c(OC)c3)n(C(=O)c3cccs3)n2)cc1OC	?	8%	?	?	1%	-9%	?	-18%	-15%
CCOc1ccc(N2CC(C(=O)NCc3cccc(C)c3)CC2=O)cc1 (stereo unspecified)	-9%[11.4 µM]	0%	-21%	3%	-17%	-1%	9%[12.7 µM]	-15%	-14%
Cc1cccc(NC(c2ccccc2C)c2ccc3ccc(C)nc3c2O)n1 (stereo unspecified)	?	-23%	22µM*	.	-17%	-15%	?	-3%	-13%
COc1ccc(NC(=O)CSc2nc3sc(C)cc3c(=O)n2C)cc1	-1%	-1%	-14%	26%	-7%	-4%	13%	17%	-27%

Random excerpt: three records from the list.
SMILES	JMJD2A Tudor	POLB inh	BAZ2B inh	APEX1 inh	Pol kappa inh	BLM inh	G9a inh	POLI inh	POLH inh
CCOC(=O)c1cc(NC(=O)c2ccc(Cl)cc2)c(=O)n2c1oc1ccccc12	-9%	23%	-11%	.	-14%	-3%	5%[59 µM]	4%	-6%
COc1ccc(CNc2nc(NCc3ccc(OC)c(OC)c3)n(C(=O)c3cccs3)n2)cc1OC	?	8%	?	?	1%	-9%	?	-18%	-15%
Cn1cccc1Cc1nnc(SCC(=O)NCc2ccco2)n1CCc1ccccc1	?	?	?	?	?	-14%	?	22µM*	-29%

Of the compounds above, these contain two or more sulfur atoms:
SMILES	JMJD2A Tudor	POLB inh	BAZ2B inh	APEX1 inh	Pol kappa inh	BLM inh	G9a inh	POLI inh	POLH inh
Cc1ccc(S(=O)(=O)N2CCN(C(=O)COC(=O)c3ccc(Cl)c(S(N)(=O)=O)c3)CC2)c(C)c1	-12%	.	.	.	-7%	.	.	12%	-17%
Clc1cccc(CSc2nncn3c2cc2sccc23)c1	-1%	2%	-19%	.	-6%	-2%	0%[59 µM]	43%[activator]	-11%
COc1ccc(NC(=O)CSc2nc3sc(C)cc3c(=O)n2C)cc1	-1%	-1%	-14%	26%	-7%	-4%	13%	17%	-27%

Further entries
SMILES	JMJD2A Tudor	POLB inh	BAZ2B inh	APEX1 inh	Pol kappa inh	BLM inh	G9a inh	POLI inh	POLH inh
O=S(=O)(c1ccc(Cl)cc1)N1CCCC(C(F)(F)F)C1 (stereo unspecified)	-6%	?	-4%	-2%	-9%	-1%	14%	-3%	?
COc1ccc(C(C)(C)C)cc1NC(=O)COC(=O)C(C)C	2%	33%	-7%	11%	0%	-14%	43%	170%[activator]	-15%
O=C1CCc2cc(S(=O)(=O)Nc3ccc(F)cc3)cc3c2N1CC3	-3%	.	6%	-19%	3%	.	-22%	16%	-23%
O=C(CCCc1nc2ccccc2s1)Nc1ccc(N2CCOCC2)cc1	-18%	-2%	-22%	2%	-6%	-3%	?	9%	-8%
O=C(CS(=O)(=O)c1ccccc1)c1cc2ccccc2oc1=O	-25%	-2%	-17%[57.1 µM]	22%	-17%	-1%	-6%	?	-6%
CCN(CC)C(=O)COc1coc(CN2CCN(c3ccccc3)CC2)cc1=O	-6%	-22%	-4%	-14%	-8%	-2%	27%[0.501 µM]	19%	6%
C/C(CC(=O)NC(C)(C)C)=N\NC(=O)c1ccco1	-30%	11%	3%	0%	-3%	2%	-22%[59 µM]	30%	-14%
COC(=O)c1cc(NC(=O)Cc2cc(OC)c(OC)c(OC)c2)cc(C(=O)OC)c1	6%	23%	.	-2%	-2%	-1%	-6%	15%	7%
CC12CCC(C)(O1)C1C(=O)N(c3nccs3)C(=O)C12 (stereo unspecified)	-8%	.	.	.	-4%	.	.	24%	-18%
Cc1ccc(C(=O)Nc2ccc(NC(=O)c3ccc(C)o3)cc2)o1	-8%	-11%	-2%	38%	-9%	1%	11%	2%	-6%
Brc1ccccc1CN1CCN(Cc2c[nH]c3ccccc23)CC1	0.79µM*	.	.	.	-11%	.	.	38%[activator]	-11%
CCOC(=O)c1c(C)[nH]c(C)c1C(=O)CN1C(=O)NC2(CCCCCC2)C1=O	-16%	.	9%	-5%	0%	.	22µM*	23%	-10%
Cc1cc(=O)[nH]c(Nc2cccc(C(F)(F)F)c2)n1	5%	-4%	6%	7%	-2%	-4%	15%[12.7 µM]	2%	-6%
CC(C)C(=O)NC(=O)[C@@H]1CCCN1C(=O)/C=C/c1ccccc1	?	-1%	3%	-1%	-4%	-1%	-21%	4%	3%
CCCN1C(=O)c2cc(C(=O)NC3CCCC3)ccc2C1O (stereo unspecified)	-7%	-11%	-4%	-1%	-4%	-6%	-4%	-8%	-4%
COc1ccc(Cn2c(=S)[nH]c3cc(C(=O)NCCCN4CCOCC4)ccc3c2=O)cc1	-19%	33%	-4%	39%	-2%	1%	10µM*	58%[activator]	-13%
COCCn1c(=O)[nH]c2cc(C(=O)N3CCN(c4cccc(C)c4C)CC3)ccc2c1=O	-2%	0%	-3%	53%[activator]	-6%	-4%	2%	1%	-10%
CN(C)S(=O)(=O)N1CCN(CC(O)COc2ccc(-c3ccccc3)cc2)CC1 (stereo unspecified)	-19%	2%	-11%	-19%	-10%	-4%	3%	-1%	7%
Cc1cc(C(=O)Nc2cccc([N+](=O)[O-])c2)c(C)o1	-20%	6%	-5%	4%	-9%	-3%	?	25%	-17%
COC(=O)C1=C(C)Nc2ncnn2C1c1ccc(C)o1 (stereo unspecified)	-23%	1%	-13%	2%	-3%	-5%	?	-3%	-9%
O=C1c2cccnc2C(O)N1Cc1ccccc1 (stereo unspecified)	-19%	-3%	8%	-2%	-8%	-2%	-14%[59 µM]	18%	-9%
N#Cc1nc(COc2ccccc2)oc1NCCCn1ccnc1	-29%	0%	?	2%	9%	-1%	-4%[12.7 µM]	4%	-17%
Cc1ccc(S(=O)(=O)N2CCCOC2CNC(=O)C(=O)NCc2cccs2)cc1 (stereo unspecified)	-7%	0%	-4%	?	-14%	-2%	1%[59 µM]	59%[activator]	-7%
Brc1ccc(-c2nn3c(-c4ccccn4)nnc3s2)o1	14µM*	22µM*	18µM*	-13%	?	-24%	20µM*	?	79µM*
COc1ccc(S(=O)(=O)N(C)C)cc1NC(=O)Cc1ccc(S(=O)(=O)N2CCOCC2)s1	-20%	.	14%	2%	-4%	.	-37%	-4%	4%
O=C(Nc1cccc(S(=O)(=O)N2CCOCC2)c1)c1ccc2ccccc2n1	-15%	1%	-33%	1%	5%	0%	-14%[12.7 µM]	7%	-6%
Cc1ccc2c(C)c(C(=O)N3CCC(O)(c4ccccc4)CC3)oc2c1C	-21%	?	-21%	9%	-11%	-4%	31%	72%[activator]	-19%
CCC(=O)Nc1ccc(S(=O)(=O)Nc2nccs2)cc1	-8%	31%	?	7%	-6%	-4%	.	125%[activator]	-9%
CCC(=O)N1CCc2cc(S(=O)(=O)CCC(=O)N3CCCC(C)C3)ccc21 (stereo unspecified)	4%	33%	-9%	30%	12%	-1%	-4%	29%	-19%
CCOC(=O)c1ccc(NC(=O)C(Cc2ccccc2)N2Cc3ccccc3C2=O)cc1 (stereo unspecified)	-12%	-4%	3%	.	-8%	-7%	-15%[59 µM]	-19%	-12%

Screening data deposited in PubChem by National Center for Advancing Translational Sciences (NCATS).
